High-throughput results deposited in PubChem by several laboratories.
KLF5 inh: inhibitors of KLF5 expression | DLD-1 KLF5 promoter-luciferase reporter, luminescence | inhibition, % at 5 µM | hit rate 0.23% among 290,000;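 active = inhibition above a per-plate limit of that plate's mean compound inhibition plus 3 SD, cut at about 60% in these data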;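 note: 0% = DMSO wells and 100% = LY294002 at 200 µM; higher means less KLF5 promoter-driven luciferase light; inactives centre near -14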
GSK3beta inhib: blocks human GSK3beta kinase activity | GST-GSK3beta kinase, ADP-Glo luminescence, 60 min; stronger effect = lower value | activity score (negative = inhibition), % at 10 µM | hit rate 0.038% among 300,000 | P49841;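 active = more than half of replicate wells score below -50%, meaning over 50% inhibition versus plate controls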;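 note: 0% = median DMSO wells and -100% = median GW8510 positive control wells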
Target sequence (P49841 whole entry, looked up): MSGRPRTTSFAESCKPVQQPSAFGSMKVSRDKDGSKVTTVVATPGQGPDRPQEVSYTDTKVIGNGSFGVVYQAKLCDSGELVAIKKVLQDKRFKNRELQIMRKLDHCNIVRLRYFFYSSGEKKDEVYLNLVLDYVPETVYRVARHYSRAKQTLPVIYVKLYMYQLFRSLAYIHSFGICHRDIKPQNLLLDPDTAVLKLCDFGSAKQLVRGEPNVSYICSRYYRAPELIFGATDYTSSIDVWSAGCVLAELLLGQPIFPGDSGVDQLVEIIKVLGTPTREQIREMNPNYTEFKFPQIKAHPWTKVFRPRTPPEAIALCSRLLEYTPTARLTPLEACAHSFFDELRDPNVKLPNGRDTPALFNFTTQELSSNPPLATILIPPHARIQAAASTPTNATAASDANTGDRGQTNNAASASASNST
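Test system – GST-tagged human GSK3beta kinase, cell-free · Incubation – 60 min enzyme reaction, room temperature · Signal – ADP-Glo luminescence · Also added – peptide substrate and ATP at 25 µM · Controls – DMSO neutral wells and GW8510 at 20 µM as positive · Buffer or medium – Tris/MgCl2 kinase buffer · Measure – Luminescence-derived activity versus plate DMSO and GW8510 wells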
GSK3A inh: inhibitors of human GSK-3 alpha kinase. ADP-Glo luminescence, 60 min. AID 2650. hit rate 0.1% among 320,000. P49840. inhibition, % at 10 µM;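 in the data active = inhibition above about 50%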;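 note: GST-tagged GSK-3 alpha with peptide substrate and 25 µM ATP; 0% = DMSO neutral wells and 100% = GW8510 positive control wells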
Target sequence (P49840 whole entry, looked up): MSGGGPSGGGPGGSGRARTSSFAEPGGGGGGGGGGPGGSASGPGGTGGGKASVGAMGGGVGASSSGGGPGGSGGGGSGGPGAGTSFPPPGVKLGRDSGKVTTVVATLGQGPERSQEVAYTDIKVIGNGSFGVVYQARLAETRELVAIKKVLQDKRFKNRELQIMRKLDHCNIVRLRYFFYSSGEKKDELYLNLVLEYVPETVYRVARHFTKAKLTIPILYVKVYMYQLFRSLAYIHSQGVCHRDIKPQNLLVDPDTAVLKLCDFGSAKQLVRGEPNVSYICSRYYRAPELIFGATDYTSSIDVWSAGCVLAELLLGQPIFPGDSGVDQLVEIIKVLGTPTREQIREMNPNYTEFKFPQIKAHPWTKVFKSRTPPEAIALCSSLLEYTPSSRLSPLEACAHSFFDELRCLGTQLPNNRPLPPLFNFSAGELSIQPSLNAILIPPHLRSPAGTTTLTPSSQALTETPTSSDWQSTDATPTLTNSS
aSyn 5UTR inh: MLPCN primary screen, SNCA 5' untranslated region; alpha-synuclein 5'UTR reporter, inhibitor activity; inhibition, % (tested at 7.5 µM); hit rate 0.82% among 300,000; in the data active = inhibition above about 60%;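 note: H4 neuroglioblastoma cells stably carrying SNCA 5'UTR luciferase fusion; 0% = DMSO wells and 100% = positive control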
HSF1 inhib: HSF1 inhibition | hit rate 0.77% among 300,000 | activity change, negative = inhibition, % at 7.5 µM (by protocol) | NIH3T3-HGL HSE-luciferase, MG132-induced, luminescence 8 h; stronger effect = lower value;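 active = more than half of replicate wells show activity change below -50%, luminescence cut by over half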;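 note: luciferase reports HSF-1 transcriptional activity via heat shock element; 0% = median of DMSO wells and -100% = zero luminescence signal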
PolyA inhibitor: inhibitors of polyadenylation in S. cerevisiae; AID 1875; hit rate 0.02% among 300,000; S. cerevisiae SKY197-pL101 polyadenylation reporter, beta-gal luminescence; efflux-impaired pdr1/pdr3 knockout yeast; score 100 = 6 SD above DMSO; calls only at 12 µM;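 active = lowest replicate activity score at least 50, where 100 means six control SD above control mean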;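 note: yeast exposed to compound for 9 h at 30 °C; higher score means more reporter readthrough which indicates perturbed polyadenylation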
AI-2 QS modul: Vibrio harveyi AI-2 quorum sensing modulation; hit rate 0.4% among 300,000; activity change, % at 7.5 µM; Vibrio harveyi JMH597 AI-2 luminescence/OD600 ratio, 9 h; stronger effect = lower value; strain lacks LuxN and CqsS sensors; 0 = neutral-control median; in the data active = activity change below about -75%, passing the limit was not always enough;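 note: luminescence divided by OD600 gain over 9 h not by final OD600 alone; inactives centre near 13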
HSF-1 act: increases HSF-1 driven luciferase reporter signal. AID 504408. hit rate 1.7% among 300,000. activation, % at 9 µM. NIH3T3-HGL HSF-1 luciferase reporter, MG132, 8 h; 100% = twice DMSO control signal;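 active = mean replicate activation of at least 50% with a set share of replicates each reaching 50%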;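 note: 0% = median of the neutral control wells and 100% = twice that signal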
IEC-6 tox: kills IEC-6 intestinal cells in KLF5 counter-screen | IEC-6 cytotoxicity, luminescence viability | inhibition, % at 5 µM | hit rate 0.78% among 290,000; in the data active = inhibition above about 22%;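 note: 0% = plate median of test compound wells and 100% = cytotoxic reference compound wells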
HSP90 inh: HSP90 refolding inhibition in rabbit reticulocyte lysate | AID 1789 | inhibition, % at 5.6 µM | luciferase refolding luminescence, 3 h | hit rate 0.91% among 290,000;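 active = inhibition above the screen-wide mean plus 3 SD, computed separately per campaign, cut at about 16% in these data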;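 note: 0% = DMSO wells and 100% = 60 µM geldanamycin wells; inhibitors lower the luminescence because luciferase stays unfolded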
Active calls of the source: *; i = inactive; . = no result given. This is a subset (hit frequency here may not be typical).

1	CC(=O)c1cccc(NC(=O)NNC(=O)c2ccc3ccccc3c2)c1
2	CC(c1ccccc1)C(NC(=O)OCC1c2ccccc2-c2ccccc21)C(=O)O (stereo unspecified)
3	CCOc1ccc(N(CC(=O)Nc2ccc(C)cc2)S(=O)(=O)c2c(C)[nH]c(=O)[nH]c2=O)cc1
4	CC1CCN(S(=O)(=O)N2CCC(C(=O)NCc3ccc4c(c3)OCO4)CC2)CC1
5	CN(C)S(=O)(=O)c1ccc(C(=O)NC2CCCc3ccccc32)cc1 (stereo unspecified)
6	Cc1ccc2c(c1)N(S(=O)(=O)c1cc(-c3onc(C)c3C)ccc1C)CCO2
7	CCC(C)N1C(=O)N(C)C2NC(=O)NC21 (stereo unspecified)
8	Cc1cccc(NC(=O)c2ccc([N+](=O)[O-])o2)c1C

assay / entry	1	2	3	4	5	6	7	8
KLF5 inh	-10	.	-14	-4	-2	-6	-28	-17
GSK3beta inhib	2	3	5	3	1	3	-3	-1
GSK3A inh	-1	-7	0	0	-5	-3	-1	1
aSyn 5UTR inh	6	-4	5	25	-33	28	-9	-49
HSF1 inhib	5	2	-5	-2	-6	-10	6	31
PolyA inhibitor	i	i	i	i	i	i	i	i
AI-2 QS modul	19	-6	3	13	21	13	-10	23
HSF-1 act	-2	-7	4	-1	21	-9	12	20
IEC-6 tox	-4	.	4	-3	1	5	0	34*
HSP90 inh	-4	.	-5	1	5	-3	-3	7

9	CCCOc1ccc(Cn2ccnc2)cc1[N+](=O)[O-]
10	Cc1c(N/C=C(\Cl)C(=O)C(F)(F)F)c(=O)n(-c2ccccc2)n1C
11	CC(=O)C(Sc1ncnc2sc3c(c12)CCCC3)C(C)=O
12	COc1ccccc1C(=O)O/N=C(\c1ccccc1)c1ccncc1
13	Cn1c(=O)c2c(nc(OCc3cccnc3)n2Cc2ccccc2)n(C)c1=O
14	CCCn1c(NC(=O)c2ccc(Br)cc2)nc2ccccc21
15	O=C(NNC(=S)NC1CCCCC1)c1ccccc1O
16	CCn1cnc2c1c(=O)n(CC(=O)O)c(=O)n2Cc1ccccc1

assay / entry	9	10	11	12	13	14	15	16
KLF5 inh	-2	-2	-3	-21	-15	1	-53	6
GSK3beta inhib	0	-1	2	1	0	0	4	-1
GSK3A inh	-1	-1	-2	2	4	-1	-1	0
aSyn 5UTR inh	7	-13	-16	10	11	-56	-47	7
HSF1 inhib	-3	-9	-10	-2	-5	-6	11	2
PolyA inhibitor	i	i	i	i	i	i	i	i
AI-2 QS modul	5	5	25	10	14	24	10	11
HSF-1 act	-2	-23	-7	7	-2	-13	-5	6
IEC-6 tox	5	2	-1	-2	4	-1	-3	1
HSP90 inh	6	0	-3	3	0	-1	-6	-2

17	CN(CC(=O)OCC(=O)c1c(N)n(C)c(=O)n(C)c1=O)S(=O)(=O)c1ccc(Cl)cc1
18	Cc1nnc(SCC(=O)Nc2nnc(SCc3cccc(Br)c3)s2)s1
19	O=C(CNc1cccc([N+](=O)[O-])c1)NCCCc1ccccc1
20	CCC(C)(C)NC(=O)CN(C(=O)CCC(=O)Nc1ccccn1)c1ccc(F)c(Cl)c1
21	CCOc1cc(CNC(=O)CN2C(=O)c3ccccc3S2(=O)=O)ccc1OC
22	N#CC(/C(=N/S(=O)(=O)c1cccs1)c1ccccc1)c1nc2ccccc2[nH]1 (stereo unspecified)
23	COc1ccc(C(C)=O)cc1COC(=O)c1ccc2ccccc2n1
24	Cc1nc(-c2ccc(S(=O)(=O)N3CCOCC3)cc2)cs1

assay / entry	17	18	19	20	21	22	23	24
KLF5 inh	-11	-18	-8	-53	14	13	-16	-1
GSK3beta inhib	-2	0	-1	-5	3	-8	1	-3
GSK3A inh	5	6	-2	0	-1	0	0	-3
aSyn 5UTR inh	0	5	1	-5	-6	43	7	1
HSF1 inhib	3	2	17	1	-2	-3	-5	-2
PolyA inhibitor	i	i	i	i	i	i	i	i
AI-2 QS modul	6	31	25	2	28	14	11	26
HSF-1 act	7	2	10	-16	8	3	-7	3
IEC-6 tox	1	4	6	-1	-6	13	-4	3
HSP90 inh	3	-2	1	6	1	-2	4	-3

25	COc1ccc(/C(N)=N/OC(=O)c2cccs2)cc1OC
26	CCCOC(=O)C1NC(=O)N2C(C(=O)OCCC)C(C)(C)S[C@H]12 (stereo partly specified)
27	CC1CCN(C(=S)NCCc2ccccc2)CC1
28	O=C(c1c(F)cccc1F)N1CCN(CCOc2ccccc2)CC1
29	CCOC(=O)c1cc2c(n(-c3ccc(Cl)cc3)c1=O)CCCC2=O
30	Oc1ccc(C2C=C(c3ccc(F)cc3)Nc3ncnn32)cc1 (stereo unspecified)
31	Cc1ccc(C(=O)Nc2ccccc2C(=O)N2CCOCC2)cc1[N+](=O)[O-]
32	CCCC(NC(=O)CCc1c(C)c2cc3c4c(oc3c(C)c2oc1=O)CCCC4)C(=O)O (stereo unspecified)

assay / entry	25	26	27	28	29	30	31	32
KLF5 inh	-150	.	-145	-36	1	-12	10	-32
GSK3beta inhib	-1	1	-5	-1	-1	1	1	1
GSK3A inh	-1	0	-1	1	-3	.	1	0
aSyn 5UTR inh	-186	-3	-138	3	-19	-7	0	25
HSF1 inhib	26	5	22	8	-2	-3	-11	-23
PolyA inhibitor	i	i	i	i	i	i	i	i
AI-2 QS modul	27	12	6	15	9	-14	35	31
HSF-1 act	48	-5	30	41	6	3	10	-20
IEC-6 tox	0	.	4	-1	2	-2	-6	2
HSP90 inh	-3	.	9	-2	0	-1	-2	-3

33	CCOc1ccccc1NC1=C(Cl)C(=O)N(c2ccc(OC)cc2)C1=O
34	COC(=O)c1ccc(C2C(C(=O)c3ccc(C)o3)=C(O)C(=O)N2c2cc(C)on2)cc1 (stereo unspecified)
35	COc1ccc(C(=O)COC(=O)/C=C/c2ccccc2)cc1
36	COc1ccc(S(=O)(=O)Nc2ccccc2C(=O)NCc2cccnc2)cc1C
37	Cc1cccc(N2C(=O)CS/C2=N\NC(=O)c2ccc(Br)cc2)c1C
38	CCOC(=O)C1CCN(CCC(=O)Nc2ccc(Br)c(C)c2)CC1
39	O=C(CN1CCCCC1)Nc1ccc(C(F)(F)F)cc1Cl
40	CCOC(=O)C1=C(c2ccccc2)NC(=S)NC1c1cccc([N+](=O)[O-])c1 (stereo unspecified)

assay / entry	33	34	35	36	37	38	39	40
KLF5 inh	-36	-21	-34	-5	5	-16	-9	-44
GSK3beta inhib	2	0	0	0	-1	0	-3	-2
GSK3A inh	-4	-1	-1	-1	-3	-1	0	-2
aSyn 5UTR inh	-26	-1	-23	-10	-20	14	.	22
HSF1 inhib	9	-1	3	1	-72*	1	.	2
PolyA inhibitor	i	i	i	i	i	i	i	i
AI-2 QS modul	6	14	9	2	1	11	5	8
HSF-1 act	-7	12	35	-10	-78	3	.	-1
IEC-6 tox	-3	-3	0	-4	4	-1	2	-4
HSP90 inh	1	-2	2	-1	3	-3	-3	-1

Five entries already listed, sorted by number of heavy atoms, descending:
36	COc1ccc(S(=O)(=O)Nc2ccccc2C(=O)NCc2cccnc2)cc1C
40	CCOC(=O)C1=C(c2ccccc2)NC(=S)NC1c1cccc([N+](=O)[O-])c1 (stereo unspecified)
19	O=C(CNc1cccc([N+](=O)[O-])c1)NCCCc1ccccc1
35	COc1ccc(C(=O)COC(=O)/C=C/c2ccccc2)cc1
24	Cc1nc(-c2ccc(S(=O)(=O)N3CCOCC3)cc2)cs1

assay / entry	36	40	19	35	24
KLF5 inh	-5	-44	-8	-34	-1
GSK3beta inhib	0	-2	-1	0	-3
GSK3A inh	-1	-2	-2	-1	-3
aSyn 5UTR inh	-10	22	1	-23	1
HSF1 inhib	1	2	17	3	-2
PolyA inhibitor	i	i	i	i	i
AI-2 QS modul	2	8	25	9	26
HSF-1 act	-10	-1	10	35	3
IEC-6 tox	-4	-4	6	0	3
HSP90 inh	-1	-1	1	2	-3

(cont.)
41	CN(C)S(=O)(=O)N1CCC(Oc2ccc(C(=O)N3C[C@H]4CC[C@H]3C4)cc2)CC1
42	CCN(CC)S(=O)(=O)c1ccc(Cl)c(NC(=O)COC(=O)c2ccc([N+](=O)[O-])o2)c1
43	Cc1ccc(OCC(=O)N2CCN(C(=O)c3cccs3)CC2)cc1
44	CCOc1ccccc1CN1CCN(Cc2ccon2)CC1CCO (stereo unspecified)
45	O=C(O)c1ccc(O)c(N2C(=O)Nc3ccccc3N2O)c1
46	Cc1cc(C)cc(N(CC(=O)O)S(=O)(=O)c2c(C)noc2C)c1
47	COc1nc(N)nc(NC23CC4CC(CC(C4)C2)C3)n1
48	CC(C)C(=O)NCCc1c[nH]c2ccccc12

assay / entry	41	42	43	44	45	46	47	48
KLF5 inh	-19	-13	-21	-9	-23	-8	-1	-18
GSK3beta inhib	1	-1	-1	1	3	-2	-5	2
GSK3A inh	1	-2	1	0	-4	1	0	0
aSyn 5UTR inh	-4	3	13	21	-17	24	25	9
HSF1 inhib	-4	7	0	-3	-2	-11	8	-4
PolyA inhibitor	i	i	i	i	i	i	i	i
AI-2 QS modul	13	27	34	10	15	11	10	41
HSF-1 act	6	5	0	-7	4	-11	13	3
IEC-6 tox	4	0	2	-6	-5	3	-1	-10
HSP90 inh	3	8	2	-2	7	2	0	-3

49	CCCc1nc2ccc(NC(C)=O)cc2c(=O)n1Cc1cccc(Cl)c1
50	CN(C)CC(C)(C)CNC(=S)Nc1ccc(S(=O)(=O)N2CCOCC2)cc1
51	OC(CNC1CCCc2ccccc21)COc1ccc2ccccc2c1 (stereo unspecified)
52	CCCCC(=O)Nc1cccc(NC(=O)c2ccc(Br)o2)c1
53	Cc1cc(C(=O)N(C)CC(=O)Nc2ccccc2C(F)(F)F)c(C)o1
54	O=C(Cn1c(C(=O)NCCCN2CCOCC2)cc2sccc21)c1ccccc1
55	O=C(CCC(=O)N1CCOc2ccccc21)Nc1ccccc1Cl
56	CCC(C(=O)O/N=C(\N)c1ccc(C)cc1)c1ccccc1 (stereo unspecified)
57	CCOC(=O)c1c(NC(=O)c2ccccc2C(=O)O)sc2c1CCC2
58	COCC(C)NCC(=O)NC(C)CCc1ccccc1 (stereo unspecified)

assay / entry	49	50	51	52	53	54	55	56	57	58
KLF5 inh	-49	-30	-17	-10	-5	-35	-21	-8	-18	-13
GSK3beta inhib	2	0	2	7	-7	0	0	4	6	1
GSK3A inh	-1	0	-1	-1	1	0	-2	-1	-4	0
aSyn 5UTR inh	-58	6	-10	-6	12	-14	-24	-41	-7	13
HSF1 inhib	34	-5	-4	3	3	8	-5	11	-3	-2
PolyA inhibitor	i	i	i	i	i	i	i	i	i	i
AI-2 QS modul	8	13	18	-1	12	-2	5	31	2	-1
HSF-1 act	47	8	11	19	32	9	-3	18	-8	9
IEC-6 tox	2	0	-1	-1	2	-6	2	3	-3	5
HSP90 inh	0	4	2	-2	3	-7	-2	-1	1	-3
